ALOX15B inhib = 15-hLO-2 (ALOX15B) enzyme inhibition | O15296 | purified 15hLO-2, xylenol orange hydroperoxide absorbance | Potency, µM (doses to about 57.1 µM), for the others: at the highest dose activity change, negative = inhibition, most hits filed as inhibitors | 0.56% of 110,000 active | AID 881; also: potency is read from the fitted curve at half-maximal effect; nearly all actives have a fitted effect of over 60% in size; many of its hits are not listed in these tables
Target sequence (O15296 whole entry, looked up): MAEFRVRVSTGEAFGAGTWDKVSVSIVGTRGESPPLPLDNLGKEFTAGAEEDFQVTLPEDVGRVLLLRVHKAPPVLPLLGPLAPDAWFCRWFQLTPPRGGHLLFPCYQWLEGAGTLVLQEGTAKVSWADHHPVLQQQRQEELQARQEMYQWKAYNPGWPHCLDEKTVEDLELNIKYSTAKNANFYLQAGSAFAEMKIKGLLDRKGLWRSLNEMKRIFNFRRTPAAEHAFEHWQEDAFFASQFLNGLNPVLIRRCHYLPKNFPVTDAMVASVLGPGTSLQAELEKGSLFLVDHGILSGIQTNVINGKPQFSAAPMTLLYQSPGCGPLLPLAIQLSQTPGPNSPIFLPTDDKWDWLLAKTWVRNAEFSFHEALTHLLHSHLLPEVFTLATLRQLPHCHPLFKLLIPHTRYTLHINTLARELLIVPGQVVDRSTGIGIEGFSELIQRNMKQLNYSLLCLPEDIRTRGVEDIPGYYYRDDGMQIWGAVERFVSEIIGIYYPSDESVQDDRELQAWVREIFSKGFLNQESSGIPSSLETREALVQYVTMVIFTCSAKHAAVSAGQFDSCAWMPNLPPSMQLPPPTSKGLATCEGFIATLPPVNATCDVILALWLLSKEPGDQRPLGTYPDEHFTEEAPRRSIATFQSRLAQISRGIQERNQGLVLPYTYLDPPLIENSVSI
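Purified human 15hLO-2 (50 nM final) preincubated with compounds 15 min at room temperature in 25 mM Hepes pH 7.5, 0.01% Triton X-100, then 45 uM arachidonic acid added for 90 min; hydroperoxide detected via ferrous/xylenol orange, 573/405 nm absorbance ratio.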
PNC inhibitor = blocks assembly of the perinucleolar compartment | 3.1% of 140,000 active | PC3M PTB-GFP, PNC prevalence imaging, 16 h; active compounds read low | activity change (PNC), negative = inhibition, % at 10 µM;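 active = readout at or below -70, meaning at least 70% loss of cells showing the perinucleolar compartment, a nuclear body marking cancer cells; inconclusive = readout between -30 and a set limit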;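 also: plate controls were DMSO wells for no effect and camptothecin positive control wells for full effect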
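Compounds are pinned in duplicate onto adhered PC3M cells stably expressing GFP-tagged PTB and incubated 16 h at 37 C. Cells are then fixed, nuclei stained with Hoechst, and PNC-positive cells counted.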
IMPase inh = membrane-permeable compound that blocks inositol monophosphatase. P97697. CHO-M1 cells, IP1 accumulation, HTRF TR-FRET ratio. inhibition (IP1 accumulation), % at 46.1 µM. 120,000 tested, under 10 active. AID 901; active = well fitted curve in the direction sought with a large enough effect in the signal ratio, not every such curve was filed as active; inconclusive = small, poorly fitted or top-dose-only effect, or a change in a side signal; inactive = no such curve, though single readings can be large or run the other way; the % refers to the signal ratio;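 also: cells stimulated with carbachol in lithium chloride buffer; plate controls were DMSO basal wells for no effect and reference inhibitor wells for full effect; higher means more IMPase inhibition seen as more IP1 and lower FRET ratio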
Target sequence (P97697 whole entry, looked up): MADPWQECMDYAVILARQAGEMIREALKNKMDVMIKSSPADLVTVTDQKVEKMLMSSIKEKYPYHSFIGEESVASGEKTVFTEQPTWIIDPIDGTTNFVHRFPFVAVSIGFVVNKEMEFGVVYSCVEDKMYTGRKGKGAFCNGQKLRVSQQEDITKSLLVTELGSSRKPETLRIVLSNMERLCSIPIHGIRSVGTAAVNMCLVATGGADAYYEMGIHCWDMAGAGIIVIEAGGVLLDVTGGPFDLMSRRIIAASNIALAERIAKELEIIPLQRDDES
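Carbachol-driven Gq signalling in CHO-M1 cells (2000/well) generates IP1. Compounds that block IMPase raise IP1 and so reduce the FRET signal from Eu-anti-IP1 and d2-IP1 after a 10 min room-temperature lysis.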
ALOX12 inhib = 12-hLO (ALOX12) enzyme inhibition. P18054. purified 12-hLO, xylenol orange hydroperoxide absorbance. Potency, µM (top dose mostly 57.1 µM), without a hit: top-dose activity change, negative = inhibition, usual class: inhibitors. 0.12% of 150,000 active; also: potency is read from the fitted curve at half-maximal effect; nearly all actives have a fitted effect of over 55% in size; many of its hits are not listed in these tables
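Hydroperoxide output read as Fe(III)-xylenol orange absorbance, 573-to-405 nm ratio, after 30 min reaction with 40 uM arachidonic acid. Enzyme: 150 nM purified human 12hLO, 15 min compound preincubation; 25 mM Hepes pH 7.0, room temperature.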
* hit, by the source's call; ? = inconclusive; . = no result given; [ ] = remark or other dose. Unless noted, calls follow the shape of the dose curve; as a rule, active = well fitted curve in the direction sought with a large enough effect; inconclusive = small, poorly fitted or top-dose-only effect, or another doubt; inactive = no such curve, though single readings can be large; an effect the other way counts as inactive or inconclusive. Unless noted, % is scaled to controls: 0 for no effect and ±100 for the full control effect.

SMILES | ALOX15B inhib | PNC inhibitor | IMPase inh | ALOX12 inhib
CCc1ccc(CCC(=O)Nc2nccs2)o1 | 9.0% | 28.3 | 0.9 | 4.2%
CCOc1ccccc1NC(=O)CSc1nnnn1-c1ccccc1 | -6.0% | ? | 5.5 | -2.6%
CCc1ccc(-n2c(SCC(=O)Nc3cc(C)[nH]n3)nc3[nH]ncc3c2=O)cc1 | 11.1% | -23.2 | -1.9 | -3.9%
O=C(Nc1ccccn1)c1ccc([N+](=O)[O-])cc1Cl | . | 15.0 | 3.5 | -1.4%
CN1CCC(N(C)C(=S)Nc2ccc(SC(F)F)cc2)CC1 | . | ? | . | 1.7%
Cc1ccc(/C=C2\SC(=S)N(CC(=O)Nc3ncc(Cc4ccccc4Cl)s3)C2=O)cc1 | 12.6µM* | -29.6 | 7.5 | -3.4%
CC1(C)CCCC(C)(C)N1CC(O)COCCOc1ccc(Br)cc1 (stereo not given) | . | -6.7 | 0.2 | 1.1%
O=C(CN(c1ccc(F)cc1)S(=O)(=O)c1ccc2c(c1)OCCO2)NCc1ccncc1 | -2.4% | ? | 4.8 | 0.4%
CCC(C)NC(=O)N[C@@H](CCSC)C(=O)O (stereo not given in full) | 0.7% | ? | 12.1 | -0.8%
COc1ccc(N(CC(=O)Nc2ccc3c(c2)OCO3)S(=O)(=O)c2ccccc2)c(OC)c1 | -12.8% | ? | 7.8 | -4.1%
O=C(/C(=C(/[O-])c1ccccc1)[n+]1ccccc1)c1ccc([N+](=O)[O-])cc1 | . | 7.7 | . | 0.0%
Cc1ccc(Nc2nc(NCCCN3CCOCC3)nc(N)c2[N+](=O)[O-])cc1C | . | 17.1 | 7.0 | -3.3%
O=C(NC1CCS(=O)(=O)C1)N1CCCCC1 (stereo not given) | -2.7% | -13.5 | -3.8 | -4.8%
CCNS(=O)(=O)c1cc(Br)ccc1OC | -2.6% | ? | 14.5 | -3.4%
Cc1cc(C)c(NC(=O)CS(=O)CC(=O)N2CCN(c3ccc(F)cc3)CC2)c(C)c1 (stereo not given) | 7.4% | 8.7 | 10.3 | -2.1%
Cc1ccc(-c2nc3c(=O)n(C)c4ccccc4c3o2)cc1 | 2.2% | 22.2 | 0.2 | -0.1%
COc1ccccc1NC(=O)Nc1ncccc1C | -4.7% | 7.8 | 3.2 | -3.4%
CO/N=C(/C(=O)N[C@H]1C(=O)N2C(C(=O)O)=C(COC(C)=O)CSC12)c1csc(N)n1 (stereo not given in full) | -5.1% | . | . | -1.0%
COc1ccccc1N(C(=O)CNC(=O)c1ccco1)C(C(=O)NC1CCCC1)c1ccncc1 (stereo not given) | . | 38.2 | 0.5 | -10.4%
Cc1cc(C)n(-c2ncnc3sc(C)c(C)c23)n1 | 4.3% | ? | 4.1 | 2.1%
CCCCOc1ccccc1Cn1c(=O)oc2ccccc21 | -1.0% | ? | 2.1 | -8.9%
CCOc1cc2c(cc1OCC)C(C(=O)O)C(c1cc(OC)c(OC)c(OC)c1)N(C)C2=O (stereo not given) | -0.9% | 29.2 | -1.5 | 5.1%
O=S(=O)(Cc1ccccc1)c1ccccc1-c1nnc(-c2ccccc2)o1 | -15.8% | 37.3 | -2.9 | 3.2%
CCN(CC)c1ncnc2scc(C3COc4ccccc4O3)c12 (stereo not given) | . | -100.0* | ? | -2.1%
COc1cc(/C=N/NC(=O)c2c(-c3ccccc3)noc2C)cc(OC)c1OC | . | 29.1 | . | -2.8%
CCCCN(C(=O)NC(=O)Nc1ccccc1C)S(C)(=O)=O | . | 34.0 | 3.9 | 0.9%
CN(C)c1ccc(/C=C/c2cc[n+]([O-])cc2)cc1 | 1.1% | ? | -19.8 | -1.8%
COc1ccc(CNC(=O)C(c2ccncc2)N(C(=O)Cc2cccs2)c2cccc(C)c2)cc1 (stereo not given) | 23.1% | -22.4 | 6.7 | -0.7%
CCn1cc(C(=O)OCC(=O)c2cc(C)n(-c3ccc(OC(F)F)cc3)c2C)c(=O)c2ccc(C)nc21 | . | ? | . | -1.1%
O=C(COC(=O)C1COc2ccccc2O1)NC(=O)Nc1ccc2c(c1)OCCO2 (stereo not given) | -18.1% | 24.7 | -3.9 | -0.8%
CCOc1cc(C2Nc3ccccc3C(=O)N2c2ccccc2)c(Br)cc1OCC(=O)O (stereo not given) | . | 36.0 | . | 2.7%
C=CCN(C(=O)CNC(=O)c1ccco1)C(C(=O)NC1CCCCC1)c1ccccc1F (stereo not given) | 0.1% | 1.1 | 3.3 | -0.4%
O=C(Nc1ccn(Cc2c(F)c(F)cc(F)c2F)n1)c1cccc(Cn2cc([N+](=O)[O-])cn2)c1 | 1.7% | -0.7 | 4.7 | 4.0%
COc1cccc(NC(=S)N2CCCC2)c1 | . | -21.2 | . | -0.8%
COc1cc(OC)c(C2=NOC(C(=O)NCCc3ccccc3)C2)cc1Cl (stereo not given) | -1.1% | 62.0 | -5.2 | 1.8%
O=C1CCC(/C=C/c2ccccc2)=NN1Cc1ccc(Cl)c(Cl)c1 | -2.0% | ? | 5.5 | -4.1%
CCC(C)NC(=O)CCc1c(C)nc2nc(-c3cc(OC)cc(OC)c3)nn2c1C (stereo not given) | -9.3% | 11.3 | ? | 0.0%
Cc1ccccc1Nc1cc2ccccc2c(=O)[nH]1 | 4.5%[2.29 µM] | -4.4 | 3.0 | -21.9%
CCCC[C@@H]1C[C@H]1C(NC(=O)c1cccnc1)c1ccc(-c2ccccc2)cc1 (stereo not given in full) | 21.0% | . | . | -2.2%
CCc1sc(C(=O)Nc2ccsc2C(=O)OC)cc1Br | 0.1% | 0.7 | ? | 2.1%
CCOC(=O)CNc1nc(C#N)nc(N2CCOCC2)n1 | -4.1% | 5.2 | 0.3 | -7.2%
CCN(CC)C(=O)CN(c1ccc(C)cc1)S(=O)(=O)c1ccc(SC)cc1 | 8.4% | 33.1 | 9.2 | -0.6%
Oc1ccc(-c2cnns2)c(O)c1 | . | ? | . | -14.7%
COc1ccccc1OCCSc1nc2ccccc2c(=O)[nH]1 | -2.3% | ? | ? | -0.2%
O=C(c1ccco1)N1CCC[C@@]2(CCN(c3ccccn3)C2)C1 | -4.6% | . | . | 0.8%

Some values from above.
`O=C1CCC(/C=C/c2ccccc2)=NN1Cc1ccc(Cl)c(Cl)c1` in ALOX12 inhib → -4.1%
`CCn1cc(C(=O)OCC(=O)c2cc(C)n(-c3ccc(OC(F)F)cc3)c2C)c(=O)c2ccc(C)nc21` in ALOX12 inhib → -1.1%

Further structures
SMILES | ALOX15B inhib | PNC inhibitor | IMPase inh | ALOX12 inhib
CCNC(=O)NC(=O)COC(=O)c1cccc(NS(=O)(=O)/C=C/c2ccccc2)c1 | . | 23.3 | . | 2.2%
Cn1c(=O)oc2cc(S(=O)(=O)NCCC(=O)NCCc3ccc(Cl)cc3)ccc21 | 7.1% | -28.3 | -14.5 | -15.2%
O=C(c1ccccc1)c1nn(-c2ccc(Cl)cc2)cc1C(=O)c1cc2ccccc2oc1=O | -19.3% | 3.8 | -2.9 | -8.6%
Cc1ccc(Nc2nnc(SCC(=O)Nc3cccnc3Cl)s2)cc1C | . | ? | . | 0.1%
O=C(Nc1ccc(F)cc1)c1cn(-c2ccccc2)nc1-c1ccncc1 | . | 47.5 | 0.6 | 0.6%
N/C(CN1CCCC1=O)=N\O | 5.7% | 28.7 | 13.3 | 3.3%
O=C(CC1C(=O)N(c2ccccc2)C(=S)N1c1ccccc1)c1ccccc1 (stereo not given) | . | ? | 0.8 | 3.2%
O=C(Cn1c(C(=O)NCC2CCCO2)cc2sccc21)c1ccccc1 (stereo not given) | -2.1% | 21.4 | 3.9 | -2.0%
O=C(O)CCC(=O)c1ccc2ccc3cccc4ccc1c2c34 | -12.7%[11.4 µM] | . | . | -0.2%[11.4 µM]
CCC(C)NC(=S)N1CCN(C(c2ccccc2)c2ccccc2)CC1 (stereo not given) | . | -2.4 | . | -4.2%
CCOC(=O)c1sc2ncnc(NCC(c3cccs3)N(C)C)c2c1C (stereo not given) | 19.7% | -24.3 | 1.4 | -5.7%
CCN1C/C(=C/c2ccc(N3CCOCC3)cc2)C(=O)/C(=C/c2ccc(N3CCOCC3)cc2)C1 | . | ? | -9.9 | 0.1%
COc1ccc(OCC(=O)Nc2cc(-c3nn(C)c(=O)c4ccccc34)ccc2OC)cc1 | -13.4% | 8.7 | 7.9 | -9.2%
CC1(C)C(=O)Nc2ccccc2N1C(=O)COC(=O)CCSc1ccccc1 | 0.0% | -13.8 | 8.0 | 4.0%
C=CCCCCCCCCC(=O)O | -4.9%[0.0915 µM] | . | . | -0.7%[0.00818 µM]
CN(C)S(=O)(=O)N(CC(=O)Nc1ccc2ccccc2c1)c1ccccc1 | . | ? | ? | -6.0%
CSc1ncc(Cl)c(C(=O)NCc2ccc3c(c2)OCO3)n1 | -2.2% | ? | 4.5 | -3.8%
O=C(CSC1=NCCN1)NC12CC3CC(CC(C3)C1)C2 | 1.4% | ? | 6.1 | -2.2%
C=CCNC(=S)NC1CC(C)(C)NC(C)(C)C1 | . | 0.7 | . | 2.7%
O=C(NCC1CCCO1)c1nc2c(nnn2Cc2ccc(F)cc2)c(=O)[nH]1 (stereo not given) | -4.6% | -15.8 | -7.2 | -1.8%
O=c1cccc(-c2ccc(Br)cc2)o1 | 0.6% | 3.1 | -2.7 | -1.2%
COc1ccc(OCCCC(=O)Nc2cccnc2)cc1 | -4.7% | 0.8 | 2.1 | 2.1%
CC1(C)CC(=O)C(C=Nc2ccc3[nH]ncc3c2)=C(O)C1 | -0.2% | ? | -3.0 | 2.3%
CC(=O)N1c2ccc3ccccc3c2C2C=CCC2C1c1ccc(Br)cc1 (stereo not given) | . | 8.1 | . | -18.1%
Cc1c(NC(=O)c2c(N)n(-c3ccccc3)c3nc4ccccc4nc23)c(=O)n(-c2ccccc2)n1C | . | -11.8 | -10.5 | -3.2%
CC(C)C[C@H](NC(=O)Nc1cccc(C(F)(F)F)c1)C(=O)O | . | -100.0* | -8.3 | -0.8%
O=C(Cc1ccccc1)N/N=C/c1ccccc1OCc1ccc(Cl)cc1 | -11.1% | 27.3 | 4.9 | -7.9%
O=[N+]([O-])c1cc(C(F)(F)F)cc([N+](=O)[O-])c1NN=C1CCCCC1 | . | -2.7 | 1.9 | ?
NCCCCCCNS(=O)(=O)c1cccc2ccccc12 | -2.8% | . | -4.2 | -1.1%
O=C(CCCOc1ccc(Cl)cc1Cl)NNC(=O)c1ccc(NC(=O)c2ccccc2)cc1 | . | -25.0 | . | 2.2%
COc1cccc(OC)c1OCCN(C)C | -4.8% | ? | -1.4 | -15.9%
COc1ccc(OC)c(C(=O)CN2C(=O)NC(C)(c3ccccc3)C2=O)c1 (stereo not given) | 2.7% | 52.6 | -1.1 | -0.6%
CC(=O)c1ccc(OC(=O)C(CCS(C)(=O)=O)N2C(=O)c3ccccc3C2=O)cc1 (stereo not given) | 1.7% | ? | -6.5 | -0.4%
Cc1oc(-c2cccc(Cl)c2)nc1CSCC(=O)O | 0.9% | 7.4 | -10.2 | -1.0%
Cc1ccc2cc(CCNC(=O)c3ccc4c(c3)OCO4)c(=O)[nH]c2c1C | 2.4% | 5.1 | -8.3 | -7.2%
Cc1cccn2c(=O)c3cc(C(=O)N4CCN(C(=O)c5ccco5)CC4)n(C)c3nc12 | -2.7% | 79.0 | -5.6 | 1.8%
CCOC(=O)c1cnc(-n2nc(C)cc2C)nc1NCCc1ccccc1 | 37.0%[activator] | ? | -4.6 | 11.0%
FC(F)(F)c1ccccc1-c1nc(Nc2ccncc2)c2ccccc2n1 | 26.9% | . | . | -8.7%
Cc1ccc(CNC(N)=S)cc1 | -4.7% | 14.3 | -2.7 | 2.6%
C/C=C/C(=O)OCC(=O)Nc1nc2ccc(C)cc2s1 | 5.1% | 39.8 | -8.0 | -2.3%
CCOC(=O)c1c(C)c(C(=O)Nc2ccc(N(C)C)cc2)c(C)n1CC | -23.3% | -19.6 | 8.2 | -5.2%

High-throughput results: PubChem, National Center for Advancing Translational Sciences (NCATS)

This is a subset; rates above refer to the full screens.
